bovine MsrA act: activators of bovine methionine sulfoxide reductase A | purified bovine MsrA, absorbance read-out | activation, % at 10.6 µM | 0.3% of 360,000 active | AID 602163; in the data active = activation above about 7.5%;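 note: 0% = vehicle and 100% = reference activator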
E coli Lon inh: E. coli protease La inhibition; purified E. coli Lon protease, fluorescence polarization; 0.42% of 360,000 active; inhibition, % at 7.94 µM; P0A9M0; in the data active = inhibition above about 13%, passing the limit was not always enough;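 note: 0% = enzyme with probe and DMSO and 100% = no enzyme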
Neddyl block: cullin neddylation inhibition. P61081+Q13564. TR-FRET cullin neddylation, biochemical. calls only at 25 µM. 0.58% of 360,000 active; in the data active = inhibition above about 36%
MT1-MMP act inh: inhibitors of human MT1-MMP activation | HT1080 RFP-PRO-GFP cells, GFP/RFP ratio fluorescence, overnight; percent of plate control window, DMSO zero | AID 651647 | GFP/RFP ratio change, % at 20 µM | 0.061% of 360,000 active;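 active = GFP/RFP ratio change of at least 30% with cell ATP level not reduced by more than half and red fluorescence within 50% of control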; note: strong numbers were not always called active
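Material – HT1080 RFP-PRO-GFP cells · Control set – DMSO wells and RFP-L50D-GFP cells · Incubation – overnight cell settling, then overnight compound exposure, 37 °C, 5% CO2 · Compound dosing – single-point 20 µM compound, 1% DMSO · Read-out – GFP/RFP fluorescence ratio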
SKN-1 inh: C. elegans SKN-1 inhibition; C. elegans VP596 Pgst-4::GFP/RFP ratio, acrylamide-induced, 24 h; inhibition, % at 21.8 µM; 0.49% of 360,000 active;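 active = interference check ratio from 0.5 to 1.5 plus GFP to RFP signal ratio inhibition reaching or exceeding a fixed threshold, cut at about 30% in these data, passing the limit was not always enough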; note: some compounds called inactive have numbers as strong as hits
CendR NRP1 mod: NRP-1/CendR interaction modulation | O14786 | FAM-RPARPAR peptide binding to NRP-1, fluorescence polarization | inhibition, % at 25 µM | 0.85% of 360,000 active | AID 602438;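 active = inhibition or corrected inhibition above about 18%, plus a signal ratio from 0.5 to 1.5, limit read from the data, passing the limit was not always enough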; note: strong numbers were not always called active
Rin1-Abl PPI inh: inhibitors of human Rin1-Abl protein interaction; P00519+Q13671; TR-FRET Rin1/Abl binding, biochemical; inhibition, % at 7.35 µM; 0.4% of 360,000 active; AID 588664; in the data active = inhibition above about 5%, passing the limit was not always enough
FAS TE block: blocks the thioesterase domain of human fatty acid synthase; P49327; recombinant FAS-TE, OMFH fluorogenic substrate, fluorescence endpoint; inhibition, % at 15 µM; 0.67% of 360,000 active; AID 602261;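 active = compounds whose normalised, plate-corrected inhibition of enzyme fluorescence in the single-dose primary screen is 50% or more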;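 note: 0% = DMSO with enzyme and 100% = substrate without enzyme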
MLLE-PAM2 inh: blocks PAM2 peptide binding to the PABP1 MLLE domain; 0.36% of 360,000 active; P11940; GST-MLLE / FITC-PAM2 fluorescence polarization; inhibition, % at 20 µM; in the data active = inhibition above about 35%, passing the limit was not always enough;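 note: plate controls were DMSO wells with GST-MLLE for no effect and wells lacking GST-MLLE protein for full effect; some results filed as inactive read as strong as hits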
Target sequence (P11940 whole entry, looked up, the tested form may be a part): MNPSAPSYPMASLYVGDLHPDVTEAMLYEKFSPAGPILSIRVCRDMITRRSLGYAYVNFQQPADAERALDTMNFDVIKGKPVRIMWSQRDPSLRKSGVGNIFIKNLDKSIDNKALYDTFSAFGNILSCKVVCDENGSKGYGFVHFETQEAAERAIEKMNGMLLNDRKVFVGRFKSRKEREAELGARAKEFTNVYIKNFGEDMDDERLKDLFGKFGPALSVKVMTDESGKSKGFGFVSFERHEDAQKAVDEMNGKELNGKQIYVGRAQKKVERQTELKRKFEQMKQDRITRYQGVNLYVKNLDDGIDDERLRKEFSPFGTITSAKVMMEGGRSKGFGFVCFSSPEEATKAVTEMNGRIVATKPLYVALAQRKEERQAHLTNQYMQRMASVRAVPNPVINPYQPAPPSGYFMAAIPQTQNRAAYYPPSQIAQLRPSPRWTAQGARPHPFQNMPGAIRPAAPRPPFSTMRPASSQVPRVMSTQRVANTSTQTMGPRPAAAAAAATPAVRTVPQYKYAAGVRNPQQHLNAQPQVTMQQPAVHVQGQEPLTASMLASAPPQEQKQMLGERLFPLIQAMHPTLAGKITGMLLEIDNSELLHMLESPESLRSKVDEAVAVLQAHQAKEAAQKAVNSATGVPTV
* hit, by the source's call; i = inactive; / = not tested or not shown. This is a random part of the collection; 4% or so of the library scored in one or more.

entry | smiles | CendR NRP1 mod | MLLE-PAM2 inh | MT1-MMP act inh | Rin1-Abl PPI inh | bovine MsrA act | Neddyl block | FAS TE block | E coli Lon inh | SKN-1 inh
1 | COc1ccc(N2C(=O)[C@H]3CCC=C[C@H]3[C@@H]2c2ccccc2Br)cc1 | -14.8 | -9.4 | -3.4 | -0.3 | -1.4 | i | 12.6 | -0.5 | 12.8
2 | COc1ccc(Cc2c(-c3ccc(OC)c(OC)c3)nc3ccc(C)cn23)c(C)c1 | -5.0 | -12.7 | 0.1 | -0.6 | 12.9* | i | 1.7 | -13.2 | 2.1
3 | CC#CC(=O)NCC1(N(C)Cc2ccccc2)Cc2ccccc2C1 | 3.3 | -3.3 | 2.5 | 0.8 | -3.9 | i | -1.9 | -5.6 | -4.3
4 | CCOC(=O)C(C#N)=CN1CCNc2ccccc21 | -17.0 | 2.1 | 5.0 | 2.6 | -3.0 | i | -8.1 | -4.5 | 5.0
5 | CC(O)c1nc2ccccc2n1C/C=C/c1ccccc1 (stereo not drawn) | -0.3 | -4.7 | 1.2 | 2.1 | -2.4 | i | -5.3 | -14.2 | -2.5
6 | CCCOC(=O)CCNc1n[nH]c(=O)[nH]c1=O | 3.7 | -4.0 | 0.2 | 1.0 | -6.4 | / | -8.6 | -9.1 | -5.1
7 | COC(=O)c1ccc(C(=O)NC2CCSc3ccccc32)cc1 (stereo not drawn) | 1.3 | 7.4 | -1.3 | -0.8 | 0.1 | i | -2.4 | -2.2 | 4.5
8 | Cc1ccc(Cc2c(C)nc3nc(SCC(=O)NCCCN4CCCC4)nn3c2C)cc1 | -0.8 | 0.2 | -6.4 | 6.4 | -3.5 | i | -6.3 | 1.1 | -11.7
9 | COc1cccc(OCc2nc3ccccc3c(=O)n2N)c1 | 1.9 | 9.2 | 4.3 | 1.4 | -2.5 | i | -8.4 | -0.6 | 2.0
10 | O=C(OCc1ccc([N+](=O)[O-])cc1)C1CC(=O)N(Cc2ccccc2)C1 (stereo not drawn) | -1.3 | 18.3 | 2.2 | 2.4 | -3.3 | i | 10.5 | -2.3 | 11.3
11 | CCOC(=O)c1c(NC(=O)COC(=O)c2cnc(C)cn2)sc(C(=O)N(C)C)c1C | -8.0 | -2.4 | -1.2 | -0.4 | -5.7 | i | -6.8 | -5.7 | 20.8
12 | COCC(=O)NCc1nc2ccccc2n1Cc1ccccc1F | 2.0 | -0.5 | 0.7 | -2.5 | -0.3 | i | -1.7 | 0.1 | -12.3
13 | CCC(=O)N(CCc1ccccc1)Cc1cc2cc(OC)ccc2[nH]c1=O | 2.3 | 0.1 | 0.6 | 1.3 | -1.7 | i | -1.0 | -12.7 | -3.6
14 | COc1ccccc1C(CNC(=O)CNC(=O)c1ccc(C)c(C)c1)N1CCCC1 (stereo not drawn) | 4.9 | 3.4 | 3.1 | 0.2 | -9.8 | i | -5.9 | 8.5 | 0.2
15 | COc1ccc(S(=O)(=O)NCc2ccc(C(=O)N3CCc4ccccc4C3)cc2)cc1 | -5.4 | 3.0 | -2.4 | -1.1 | -3.5 | i | 4.4 | -5.6 | 8.9
16 | CCCS(=O)(=O)N1CCCC(C(=O)N2CCN(C(=O)OCC)CC2)C1 (stereo not drawn) | 7.7 | 3.7 | -2.9 | -1.0 | 0.4 | i | -5.8 | 5.0 | 1.1
17 | Cc1nc(S/C(=C\c2ccc(OCc3ccccc3Cl)cc2)C(=O)O)n[nH]1 | 0.9 | -3.4 | 1.3 | -0.1 | -0.3 | i | 11.5 | -3.1 | 29.5
18 | Cc1ccc(C(=O)/C=C/Nc2ccccc2C(N)=O)o1 | -21.8 | 12.2 | -19.8 | 0.4 | -1.6 | i | -6.1 | -8.0 | 9.6
19 | CCOc1ccc(C(=O)COC(=O)c2ccc(-n3cnnn3)cc2)cc1 | 3.1 | -4.4 | -0.9 | -13.9 | -2.7 | i | -4.9 | -6.8 | 2.1
20 | Cc1cccc(NC(=O)CC2C(=O)NC3CCCCC3N2C(=O)c2ccccc2Cl)c1 (stereo not drawn) | 6.5 | 12.1 | 1.3 | -0.8 | -1.6 | i | -0.9 | -13.3 | 11.1
21 | CC1(c2nnnn2Cc2ccccc2)CCC(=O)N1Cc1cccs1 (stereo not drawn) | 3.8 | / | 4.4 | / | -2.3 | i | -12.1 | 1.7 | -0.8
22 | CCN1CCN(C(C(=O)NC2CCCC2)c2cc3c(cc2[N+](=O)[O-])OCO3)CC1 (stereo not drawn) | 11.6 | -0.4 | -2.6 | -2.7 | -10.8 | i | -7.2 | 7.5 | -18.2
23 | COc1ccccc1/C=C/C(=O)NCC(=O)N1CCC(N(C)C2CCCC2)CC1 | -2.4 | -0.2 | -2.3 | 1.1 | -5.0 | i | -16.0 | -1.4 | 7.9
24 | Cc1cc(C(=O)N2CCc3c([nH]c4ccccc34)C2c2cccc(Cl)c2)nn1C (stereo not drawn) | 6.4 | -1.6 | -3.3 | -1.5 | -1.3 | i | 14.0 | 12.3 | -6.2
25 | CCOc1ccc(C(=O)NNC2CC(=O)N(CCc3ccccc3)C2=O)cc1OC (stereo not drawn) | -4.0 | -2.5 | -1.4 | -1.3 | -0.1 | i | -3.8 | -2.4 | -9.6
26 | CC(C)(C)NS(=O)(=O)c1cnc(Cl)c(Cl)c1 | -3.5 | -3.4 | 2.8 | -2.5 | 1.6 | i | -1.8 | 7.2 | 0.8
27 | FC(F)(F)c1ccccc1NC(=S)Nc1cccc2cnccc12 | -1.4 | 6.7 | 1.8 | -3.1 | -3.3 | i | -3.6 | -2.4 | 6.0
28 | O=C(/C=C/Nc1ccc(Br)cc1F)c1ccccc1 | -5.1 | -84.8 | -3.2 | -1.6 | -0.6 | i | 1.7 | 21.2 | 50.1*
29 | O=c1[nH]c(C2CCN(S(=O)(=O)c3ccc4c(c3)OCCO4)CC2)nc2c1nnn2Cc1c(F)cccc1Cl | 21.8 | -4.9 | -4.8 | -0.2 | -0.9 | i | 24.0 | 0.4 | 7.3
30 | CCOc1ccccc1N(C(=O)c1ccco1)C(C(=O)NC1CCCC1)c1cccs1 (stereo not drawn) | -2.7 | 13.5 | -1.0 | 4.4 | -2.1 | i | 2.1 | 7.4 | -6.4

Compounds above with a nitro group on carbon, in the order listed:
entry | smiles | CendR NRP1 mod | MLLE-PAM2 inh | MT1-MMP act inh | Rin1-Abl PPI inh | bovine MsrA act | Neddyl block | FAS TE block | E coli Lon inh | SKN-1 inh
10 | O=C(OCc1ccc([N+](=O)[O-])cc1)C1CC(=O)N(Cc2ccccc2)C1 (stereo not drawn) | -1.3 | 18.3 | 2.2 | 2.4 | -3.3 | i | 10.5 | -2.3 | 11.3
22 | CCN1CCN(C(C(=O)NC2CCCC2)c2cc3c(cc2[N+](=O)[O-])OCO3)CC1 (stereo not drawn) | 11.6 | -0.4 | -2.6 | -2.7 | -10.8 | i | -7.2 | 7.5 | -18.2

Later entries
entry | smiles | CendR NRP1 mod | MLLE-PAM2 inh | MT1-MMP act inh | Rin1-Abl PPI inh | bovine MsrA act | Neddyl block | FAS TE block | E coli Lon inh | SKN-1 inh
31 | CCOC(=O)Nc1ccc2c(c1)N(C(=O)CN)c1ccccc1CC2 | -3.1 | -4.3 | -0.8 | 1.2 | -1.5 | i | -1.0 | -7.0 | -15.1
32 | Cc1nc([N+](=O)[O-])c(N2CCOCC2)n1Cc1ccccc1 | -15.8 | 2.0 | -0.8 | -1.7 | -4.2 | i | -0.5 | 1.0 | 2.3
33 | Cc1sc2nc(SCC(=O)Nc3c(C)n(C)n(-c4ccccc4)c3=O)n(C)c(=O)c2c1C | 2.8 | 20.1 | -1.6 | -1.4 | -4.2 | i | -5.5 | 6.4 | -19.7
34 | Cc1ccc(S(=O)(=O)NCCC(=O)N2CCC(Cc3ccccc3)CC2)cc1 | -3.5 | 1.7 | 2.9 | -0.3 | -1.5 | i | 5.3 | -5.8 | 6.3
35 | COc1ccc(OC)c(NC(=O)C2CC2c2ccccc2)c1 (stereo not drawn) | -0.8 | 2.1 | -1.8 | -1.7 | -3.2 | i | 13.7 | 7.5 | -23.5
36 | COCC(=O)N(Cc1cc2ccc(C)cc2[nH]c1=O)c1ccccc1C | 1.4 | -6.0 | -8.6 | 4.6 | -6.6 | i | -4.7 | -11.1 | -7.8
37 | O=C(Nc1ccnn1C1CCN(C2CCC2)CC1)c1cccc(F)c1 | 8.0 | 11.9 | 0.5 | -3.0 | -0.8 | i | -4.7 | 1.6 | 5.2
38 | C1=CN2CCC1C(c1ccccc1)C2 (stereo not drawn) | 4.2 | 13.7 | / | 3.9 | -15.8 | i | -7.9 | -0.9 | -0.7
39 | Nc1nc2sc3c(c2cc1C(=O)N1CCOCC1)CCCC3 | -1.8 | -2.0 | 4.0 | 1.5 | -1.7 | / | -3.8 | -1.1 | 9.4
40 | C=C1CCc2c([nH]c3ccc(OCC(C)C)cc23)C1=O | 2.6 | -4.6 | -9.9 | 2.1 | -3.0 | / | 6.9 | 2.7 | 12.8
41 | CC(/C=C/c1ccccc1)NC(N)=O (stereo not drawn) | -3.7 | -1.3 | 1.7 | 2.2 | -1.8 | i | -6.5 | -0.4 | 8.6
42 | COc1ccc(S(=O)(=O)NC(C)C(=O)NCc2ccncc2)cc1Cl (stereo not drawn) | 22.5* | -6.8 | 0.7 | -0.1 | -2.2 | i | -8.2 | -1.0 | -1.2
43 | Cc1cccc(N2CCN(C(=O)c3ccnn3C)CC2)c1C | 24.8* | -7.5 | 1.5 | -1.5 | -2.6 | i | -2.0 | -1.8 | 3.7
44 | Cn1ncc2c(=S)[nH]c(=S)[nH]c21 | 0.6 | / | 5.4 | / | 5.8 | i | -3.4 | -0.7 | 3.7
45 | OC[C@@H]1CN(CCN2CCOCC2)C[C@H](n2cnc3c(N4CCCC4)ncnc32)O1 | 2.6 | 4.1 | 2.0 | 2.1 | -6.1 | i | -8.6 | 0.0 | -3.7
46 | Cc1cccc(-n2c(O)c(C=NC3CCS(=O)(=O)C3)c3ccccc3c2=O)c1C (stereo not drawn) | -0.2 | -10.7 | 1.8 | -1.2 | -7.2 | i | -4.6 | 4.8 | 1.1
47 | Cc1cc(C)nc(SCCCNCc2ccccc2)n1 | 5.9 | -5.5 | -2.0 | -0.3 | -4.3 | i | -4.2 | -1.6 | -4.1
48 | O=C(CC1C(=O)NCCN1Cc1cccc(F)c1F)NCCCC1CCCC1 (stereo not drawn) | -11.4 | 2.9 | 0.3 | 1.2 | -1.6 | i | 17.5 | 0.3 | 10.6
49 | CC(C)C(NS(=O)(=O)c1cccc2nsnc12)C(=O)N1CCCCC1 (stereo not drawn) | 3.2 | -4.1 | 1.8 | -6.2 | 2.0 | i | -5.5 | -4.6 | 3.0
50 | Cc1ccc(S(=O)(=O)N2CCN(CC(=O)NC(=O)NCc3ccco3)CC2)cc1C | -17.3 | 4.3 | -6.7 | -2.4 | -2.1 | i | 3.2 | -2.4 | -1.8
51 | COc1ccc(CN2CCN(C(C)C(=O)N3CCc4ccccc43)CC2)cc1OC (stereo not drawn) | 0.1 | -16.4 | 4.4 | 0.9 | 0.6 | i | -5.9 | -0.2 | -6.9
52 | O=C(O)C1CCN(S(=O)(=O)c2cccs2)CC1 | -18.9 | -7.8 | 0.4 | -0.7 | -3.1 | i | -3.8 | -0.7 | 10.6
53 | CCCNC(=O)N1CCN(C(c2ccccc2)c2ccccc2)CC1 | -5.2 | 8.1 | -2.8 | -2.6 | 0.5 | i | -1.6 | -9.6 | -4.0
54 | COc1ccc(C(=O)Nc2ccncc2)cc1S(=O)(=O)N1CCOCC1 | -31.3 | -1.3 | 8.7 | 6.2 | -12.8 | i | -6.3 | -5.3 | -5.2
55 | COc1cccc(N2C(=O)C(c3ccccc3)=C(c3nc4ccccc4s3)C2NC(C)=O)c1 (stereo not drawn) | -13.9 | -1.9 | -0.5 | -2.0 | -1.6 | i | 19.7 | -9.8 | 8.2
56 | O=C(Nc1ccccc1)Nc1nc(-c2ccccc2)cs1 | -28.6 | 2.2 | 1.7 | -1.5 | -3.4 | i | -0.8 | 3.6 | 9.3

Assay outcomes (PubChem BioAssay)
